CRE-bla Fsk: Cell signaling CRE-BLA (Fsk stim); CHO CRE-bla reporter (cAMP response element driving beta-lactamase), forskolin EC10, beta-lactamase ratio; Potency, µM (top dose mostly 38.2 µM), for inactives: at the highest dose activity change, negative = inhibition, most hits filed as activators; actives 2.5% (n = 71,000); active = well fitted activation curve with a large enough effect in the signal ratio, with a control signal flat, not every such curve was filed as active; inconclusive = small, poorly fitted or top-dose-only effect, or effect the other way, or a change in a side signal; the % refers to the signal ratio; note: potency is the fitted concentration of half-maximal effect; % of control where 0% means no effect
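Titrated compounds plus EC10 NKH 477 on CHO CRE-bla cells, 3 h, 37 °C. CCF4, 2 h RT. Ratio 460/530 nm → AC50.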
BRCT inh red: qHTS Assay for Inhibitors of BRCT-Phosphoprotein Interaction (Red Fluorophore) | Breast cancer type 1 susceptibility protein (Homo sapiens), P38398 | BRCT-phosphopeptide binding, red fluorescence polarization | Potency, µM (top dose mostly 76.9 µM), without a hit: at the top dose activity change, negative = inhibition, most hits filed as inhibitors | actives 0.03% (n = 75,000) | AID 892, 2007; note: % is set by controls: 0 for no effect and ±100 for the full control effect
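Fluorescence polarization: 100 nM His-tagged BRCA1 BRCT with 100 nM TAMRA-labelled phospho-BACH1 decapeptide, phosphate buffer pH 7.3 with 150 mM NaCl, DTT, 0.01% Tween 20; 12 min RT. Binding inhibition seen as FP decrease.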
Hsp90 Hop PPI: qHTS Assay for Disrupters of an Hsp90 Co-Chaperone Interaction; Potency, µM (titrated, usually from 57 µM), without a hit: at the highest dose activity change, negative = inhibition; AlphaScreen TPR2A-His6 binding biotin-Hsp90 C-terminal peptide; Hsp90 C-terminal peptide / TPR2A (Hop) interaction, human; actives 0.44% (n = 71,000); AID 595, 2007; active = well fitted curve in either direction with a large enough effect; inconclusive = small, poorly fitted or top-dose-only effect, or another doubt; note: potency is the fitted concentration of half-maximal effect; % is set by controls: 0 for no effect and ±100 for the full control effect; many of its hits are not listed in these tables
4MU fluor: qHTS Assay for Spectroscopic Profiling in 4-MU Spectral Region; compound autofluorescence, 340/450 nm, 4-MU equivalents; hits give high values; actives 11% (n = 59,000); max dye-equivalent concentration, M; in the data active = max dye-equivalent concentration above about 10 nM; inconclusive = mostly about 1.1 nM to 9.6 nM
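Compounds in 100 mM Tris, pH 8.0, sat 15 min at room temperature before fluorescence was read at 340 nm excitation/450 nm emission; a per-plate six-point 4-MU standard curve converted signals to dye-equivalent concentration at each compound concentration.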
BRCT inh green: qHTS Assay for Inhibitors of BRCT-Phosphoprotein Interaction (Green Fluorophore); BRCA1 BRCT-phosphopeptide binding, green fluorescence polarization; Potency, µM (top dose mostly 76.9 µM), without a hit: at the highest dose activity change, negative = inhibition, usual class: inhibitors; actives 0.05% (n = 75,000); AID 875, 2007;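 note: potency is the fitted concentration of half-maximal effect; plate controls were peptide without protein for full effect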
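Fluorescence polarization: His-tagged BRCT (~35 kDa BRCA1 C-terminus, 250 nM) bound to 100 nM fluorescein-labeled phosphorylated 10-aa BACH1 peptide, pH 7.3 phosphate buffer with DTT and Tween 20. Compounds incubated 12 min at room temperature; inhibition read as lowered polarization.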
Ub-GFP proteasome: Ubiquitin-GFP Assay | Potency, µM (series often up to 45.9 µM), for the others: top-dose activation (GFP accumulation), most hits filed as activators | 67,000 tested, under 10 active | AID 526, 2006 | Ubiquitin-GFP reporter cells, proteasome inhibition, GFP fluorescence; response scale: untreated = 0%, 10 µM MG-132 = 100%; active = well fitted activation curve with a large enough effect, not every such curve was filed as active; inconclusive = small, poorly fitted or top-dose-only effect, or another doubt; inactive = no such curve, though single readings can be large or run the other way; note: potency is the fitted concentration of half-maximal effect
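U2OS Ub(G76V)-GFP reporter; O/N plating, 0.5% FBS; cpd 46 uM–2.9 nM, 4 h, 37 °C; GFP+ cell count, 488/515 nm; norm. to basal vs 10 uM MG-132; CRC fit.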
HBB splice mod: qHTS Assay for Modulators of Hemoglobin Beta Chain Splicing. actives 0.06% (n = 65,000). Potency, µM (doses to about 46.1 µM), without a hit: at the top dose activation, hits mostly activators. AID 925, 2007. HBB splicing reporter cell assay, activation; EGFP reporter with mutant IVS2-654 intron; response scale: normalised to 500 nM splice-correcting PNA; note: potency is the fitted concentration of half-maximal effect; 0% is about no effect
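HeLa cells stably expressing EGFP interrupted by mutant beta-globin intron 2 (IVS2-654), 500/well in 2% FCS. Treated with compound for 2 days at 37C. Splicing correction scored as total well GFP intensity (488 nm excitation, 500-520 nm emission); 500 nM antisense PNA served as control.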
Pol III holo inh: qHTS Assay for Inhibitors of DNA Polymerase III Holoenzyme System; reconstituted DNA polymerase III holoenzyme replication, biochemical; Potency, µM (doses to about 57.1 µM), for inactives: at the highest dose activity change, negative = inhibition; actives 0.25% (n = 71,000); note: potency is the fitted concentration of half-maximal effect; % is set by controls: 0 for no effect and ±100 for the full control effect
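Reconstituted *E. coli* holoenzyme (0.35 nM Pol III, 1 nM beta, 154 nM SSB, 2 nM primase) was preincubated with compound for 15 min at RT. Synthesis on 1.4 nM ssM13Gori ran 35 min, then was stopped with PicoGreen/EDTA and read as dsDNA fluorescence.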
15-hLO inh: qHTS Assay for Inhibitors of 15-hLO (15-human lipoxygenase) | purified 15hLO-1, xylenol orange hydroperoxide absorbance | Polyunsaturated fatty acid lipoxygenase ALOX15 (Homo sapiens), P16050 | AID 887, 2007 | actives 1.4% (n = 74,000) | Potency, µM (highest dose often 57.1 µM), inactives show top-dose activity change, negative = inhibition, most hits filed as inhibitors; note: potency is the fitted concentration of half-maximal effect; % is set by controls: 0 for no effect and ±100 for the full control effect; nearly all actives have a fitted effect of over 55% in size
Target sequence (P16050 whole entry, looked up): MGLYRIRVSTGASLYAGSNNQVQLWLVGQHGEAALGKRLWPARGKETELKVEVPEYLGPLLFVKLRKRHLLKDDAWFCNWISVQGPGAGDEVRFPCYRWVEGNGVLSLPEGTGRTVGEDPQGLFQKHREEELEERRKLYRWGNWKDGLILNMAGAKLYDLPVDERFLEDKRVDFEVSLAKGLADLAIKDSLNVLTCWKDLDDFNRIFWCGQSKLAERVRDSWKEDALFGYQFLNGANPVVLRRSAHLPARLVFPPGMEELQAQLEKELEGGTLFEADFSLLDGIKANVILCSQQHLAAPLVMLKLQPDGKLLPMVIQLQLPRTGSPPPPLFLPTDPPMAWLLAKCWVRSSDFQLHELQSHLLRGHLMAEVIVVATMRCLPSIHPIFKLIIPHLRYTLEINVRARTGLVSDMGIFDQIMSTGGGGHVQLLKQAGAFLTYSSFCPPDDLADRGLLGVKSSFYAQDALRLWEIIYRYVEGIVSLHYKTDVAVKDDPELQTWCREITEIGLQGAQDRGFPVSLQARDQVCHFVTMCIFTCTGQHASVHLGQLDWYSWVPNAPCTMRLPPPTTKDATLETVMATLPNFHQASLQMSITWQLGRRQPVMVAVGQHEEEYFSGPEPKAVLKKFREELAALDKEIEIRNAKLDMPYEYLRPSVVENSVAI
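Purified human 15hLO-1 (40 nM) in 25 mM Hepes pH 7.5, 0.01% Triton X-100, preincubated 15 min RT with compound, then 50 uM arachidonic acid for 6 min. Hydroperoxide read by ferrous/xylenol orange, 30 min; 573/405 nm absorbance ratio gave progress.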
A350 fluor: qHTS Assay for Spectroscopic Profiling in A350 Spectral Region; Compound autofluorescence, 340/450 nm, Alexa 350 dye-equivalents; hits give high values; max dye-equivalent concentration, M; actives 11% (n = 59,000); AID 590, 2007; in the data active = max dye-equivalent concentration above about 10 nM; inconclusive = mostly about 1.1 nM to 9.6 nM
Epigenetic mod: qHTS Assay for Epigenetic Modulators. AID 597, 2007. Potency, µM (doses to about 46.1 µM), inactives show top-dose GFP derepression (activation). actives 0.09% (n = 68,000). mouse C127i GFP locus derepression, cytometry, 30 h; note: % of control where 0% means no effect
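Locus derepression in mouse mammary C127i cells whose integrated CMV-GFP reporter is normally silent; GFP expression after 30 h compound treatment was quantified by counting fluorescent cells.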
* = called active by the depositor; i = inactive; ? = inconclusive; . = not tested or not shown; & = joins results of further samples; [ ] = another dose, or the depositor's remark. Unless noted, calls come from the whole dose curve; as a rule, active = well fitted curve in the direction sought with a large enough effect; inconclusive = small, poorly fitted or top-dose-only effect, or another doubt; inactive = no such curve, though single readings can be large; an effect the other way counts as inactive or inconclusive.

smiles	15-hLO inh	BRCT inh red	Hsp90 Hop PPI	Pol III holo inh	BRCT inh green	4MU fluor	HBB splice mod	Ub-GFP proteasome	Epigenetic mod	A350 fluor	CRE-bla Fsk
CCCn1cnc2c(SCC(=O)O)nc(N)nc21	-1%[11.4 µM]	-0.4%[15.4 µM]	-1%[11 µM]	-10%[11.4 µM]	1.1%[15.4 µM]	i	2.7%[9.22 µM]	-4%[9.17 µM]	-3%[9.22 µM]	i	-1%[7.6 µM]
O=C(CCSc1nnc(-c2ccco2)o1)Nc1ccc(Cl)cc1	13%	-0.2%	-3%	-1%	3.5%	i	-1.0%	-5%	0%	i	?
CCOc1ccc(-c2nnn(CC(=O)NCc3cccs3)n2)cc1	-1%	1.1%	-1%	3%	0.0%	i	3.0%	7%	-1%	i	12%
Cc1ccc(NC(=O)c2cc(NC(=O)c3ccco3)ccc2N2CCOCC2)cc1	-3%	0.9%	-7%	1%	-3.2%	i	-0.6%	-1%	4%	i	22%
CNc1ncnc(Sc2nc(N)nc3nc[nH]c23)c1[N+](=O)[O-]	-6%[11.4 µM]	0.3%[15.4 µM]	-2%[11 µM]	-7%[11.4 µM]	-1.4%[15.4 µM]	1.5e-08M*	?	-3%[9.17 µM]	3%[9.22 µM]	1.7e-08M*	-15%[7.6 µM]
COc1cc(C(c2sc3ncnn3c2O)N2CCN(c3ccccc3F)CC2)cc(OC)c1OC (configuration not stated)	-5%	0.2%	-1%	-2%	1.9%	.	-0.7%	-2%	.	.	15%
CSc1nc2ccc(S(=O)(=O)N3CCOCC3)cc2s1	6%	0.3%	-7%	-7%	-0.6%	i	-0.2%	-6%	6%	i	-3%
c1ccc(-c2nnc(-c3ccco3)o2)cc1	5%	-0.7%	0%	-12%	-2.6%	i	0.5%	-2%	2%	i	6%
COc1cc(NC(=O)Cn2nnc(-c3ccncc3)n2)cc(OC)c1	0%	-1.6%	-4%	-5%	3.0%	i	-2.6%	-1%	1%	i	?
O/N=C1/CCCSc2ccccc21	-1%[11.4 µM]	-1.7%	-7%[11 µM]	-5%[11.4 µM]	0.1%	.	0.8%[0.0738 µM]	11%[9.17 µM]	-2%	.	-18%[7.6 µM]
O=C(Nc1ccccc1C(F)(F)F)c1cc(S(=O)(=O)N2CCC3(CC2)OCCO3)ccc1F	7%	0.5%	1%	4%	0.1%	?	0.9%[1.84 µM]	2%	-3%	?	-1%
C=CCn1c2ccccc2c2nnc(SCN3C(=O)c4ccccc4C3=O)nc21	-23%[11.4 µM]	0.3%	-9%[11 µM]	-3%[11.4 µM]	2.2%	.	-2.7%[0.0738 µM]	3%[9.17 µM]	-2%	.	?
COc1ccc(C2N=C(N)N=C(N)N2c2ccccc2)cc1OC (configuration not stated)	7%	1.5%	-3%	0%	-0.2%	i	-1.7%	-3%	0%	i	0%
CC(C)COP(=O)(c1ccc(N(C)C)cc1)C(O)c1ccccn1 (configuration not stated)	-5%	1.3%	-13%	0%	-1.6%	i	-0.4%[0.369 µM]	.	0%	?	-7%
COc1ccccc1C1SCCN1S(C)(=O)=O (configuration not stated)	0%	-0.5%	2%	-4%	-2.8%	i	-1.0%	-5%	2%	?	?
Cn1c(CCNC(=O)c2ccco2)nc2cc(NS(=O)(=O)c3ccccc3)ccc21	6%	-0.3%	-6%	-5%	1.1%	i	2.4%	3%	-3%	i	?
CC(C)n1c(CCCO)nc2ccccc21	4%[11.4 µM]	-0.8%	-6%[11 µM]	-3%[11.4 µM]	-1.4%	.	-3.9%[0.0738 µM]	5%[9.17 µM]	-2%	.	?
Cc1ccnc(NC(=O)CCC2CCCCC2)c1	1%	0.6%	3%	2%	-0.6%	i	-1.2%	13%	2%	i	4%
COc1ccccc1NC(=O)NCCN1C(=O)C2C3C=CC(C3)C2C1=O (configuration not stated)	-12%	1.9%	-2%[2.3 µM]	-2%	-1.6%	.	0.5%	3%	.	.	3%
Cn1c(-c2ccc3c(c2)OCO3)cc(=O)c2ccccc21	4%[25.6 µM]	-2.0%[34.4 µM]	-4%[26 µM]	-15%[25.6 µM]	-0.6%[34.4 µM]	7.9e-08M*	-0.7%[20.6 µM]	6%[20.5 µM]	3%[20.6 µM]	6.5e-08M*	10%[17.1 µM]
O=C(CSc1nnnn1-c1ccc2c(c1)CCC2)Nc1ccc2c(c1)OCCO2	-8%	0.3%	2%	15%	1.2%	i	-3.9%	-2%	7%	i	?
O=C(CSc1oc(-c2ccco2)nc1S(=O)(=O)c1ccccc1)NCC1CCCO1 (configuration not stated)	8%	-1.2%	-1%	0%	0.6%	i	-1.3%	3%	3%	i	?
CCC1CCCCN1S(=O)(=O)c1ccc2c(c1)CCN2C(=O)C1CCC1 (configuration not stated)	-6%	-2.0%	5%	-4%	0.2%	i	-0.8%	-5%	2%	i	?
O=C(O)CCc1ccc(-c2ccc(Br)cc2)n1CC(=O)O	-22%[11.4 µM]	-0.6%	-6%[11 µM]	-21%[11.4 µM]	0.1%	.	-3.5%[0.0738 µM]	-6%[9.17 µM]	3%	.	?
CN1CCN(c2nc(-c3cccs3)cc(C(F)(F)F)n2)CC1	-29%	-1.1%	3%	-2%	2.1%	1.2e-08M*	-1.2%	-5%	6%	1.2e-08M*	6%
CCCC(CCC)C(=O)Nc1ccncc1	-2%	-3.3%	0%	-2%	-3.0%	i	-1.4%	-2%	2%	i	1%
COC(=O)c1[nH]c2cccc(C)c2c1NC(=O)CN1CCN(c2ccccc2OC)CC1	4%	-1.7%	-5%	8%	0.2%	i	4.5%[0.369 µM]	-1%	4%	?	6%
CC(=O)N=c1sc(S(N)(=O)=O)nn1C	-24%	-1.6%	-2%[26 µM]	-10%[25.6 µM]	-2.8%[3.08 µM]	i	2.3%[20.6 µM]	-7%[20.5 µM]	-4%&5%[20.6 µM]	i	-6%[17.1 µM]
O=C(OCCN1C(=O)c2ccccc2C1=O)c1cc(=O)[nH]c2ccccc12	-8%	1.9%	-4%	-6%	0.5%	?	-2.0%	-4%	5%	1.3e-08M*	?
CCS(=O)(=O)n1nc(C(=O)N2CCOCC2)nc1N	-1%	-0.6%	1%	1%	-2.4%	i	.	-2%	1%	i	3%
CCS(=O)(=O)N1CCN(Cc2ccncc2)CC1	-5%	-0.1%	1%	-1%	-2.7%	i	.	1%	0%	i	5%
CC(=O)c1c(N=CN(C)C)nc(C)nc1-c1ccccc1	6%	-0.7%	0%	-3%	-0.9%	i	-1.3%	2%	-2%	i	?
O=C(OCC1CC(c2ccccn2)=NO1)c1ccc(Br)cc1 (configuration not stated)	-30%	0.0%	2%	-4%	2.0%	i	-0.3%	1%	2%	i	?
CCn1c(=O)n(CC(=O)Nc2cc(OC)ccc2OC)c(=O)c2ccccc21	-6%	-0.4%	-1%	-5%	0.9%	i	0.1%	6%	2%	i	?
CCN1CCCC1Cn1c(-c2ccccc2)nc2c(NCCOC)nc(C)nc21 (configuration not stated)	-1%	-0.3%	2%	-2%	-2.6%	.	-0.6%	10%	.	.	-20%
CCN(c1ccccc1)S(=O)(=O)c1ccc(OCc2c(C)noc2C)cc1	-9%	-0.7%	10%	4%	-1.7%	i	-0.1%[57.5 µM]	-3%	2%	i	2%
COc1ccccc1CC(=O)N(CCC#N)CCC#N	-2%	2.1%	-6%	-1%	0.8%	i	1.0%	1%	1%	i	-5%
COC(=O)c1ccc(C(/C=C/[C@@H](C)C(=O)N(C)C)NC(=O)OCc2ccccc2)cc1 (some centres not stated)	-6%	-1.9%	-2%	-4%	-2.0%	.	0.0%	.	.	.	-10%
Cc1cc(OCC(O)CN2CCN(CCO)CC2)ccc1C(C)C (configuration not stated)	-12%	1.1%	1%	9%	1.9%	i	0.4%	-3%	-2%	i	4%

From PubChem
